Screening data (PubChem BioAssay)
GAA glycogen mod: inhibitors or activators of human alpha-glucosidase glycogen cleavage; P10253; recombinant GAA, glycogen substrate, Amplex Red glucose oxidase fluorescence; Potency, µM (doses to about 76.4 µM), without a hit: at the top dose activity change, negative = inhibition, usual class: inhibitors; 0.38% of 300,000 active; AID 2100; active = well fitted inhibition curve with a large enough effect; inconclusive = small, poorly fitted or top-dose-only effect, or another doubt; inactive = no such curve, though single readings can be large or run the other way;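 also: 0% = full enzyme reaction and -100% = no-enzyme basal signal; the screen sought inhibitors and activators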
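Recombinant enzyme (4 nM final) with compounds titrated up to 77 uM and bovine liver glycogen (30 ug) in citrate pH 5.0, 0.01% Tween-20, 37 C 40 min. Released glucose detected by Amplex Red/glucose oxidase (Ex 573/Em 610); AC50 from Hill fits.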
An asterisk follows results filed as active; ? = inconclusive; [ ] = another dose, or the depositor's remark. Potency is read from the fitted curve at half-maximal effect.

compound | GAA glycogen mod
CCCc1ccc2oc(C(=O)NCCN3CCCC(C(N)=O)C3)c(C)c2c1 (centres undefined) | -1%[76.3 µM]
Cc1ccc(N(CC(=O)Nc2ccc(Br)c(C)c2)S(=O)(=O)c2c(C)[nH]c(=O)[nH]c2=O)cc1 | -14%[76.3 µM]
COc1cccc(C(=O)CC(=O)C(=O)Nc2ccc([N+](=O)[O-])cc2C)c1 | 2%
Cc1ccc(-n2nc3c(=O)n(CCCC(=O)N4CCC(C)CC4)nc(C)c3c2C)cc1 | -1%[76.3 µM]
Cc1cccc(OCC(=O)N(Cc2ccc(F)cc2)C2CCS(=O)(=O)C2)c1C (centres undefined) | -1%[76.3 µM]
C=C(C)CSc1nc2sc3c(c2c(=O)n1-c1ccc(C)cc1)CCN(C)C3 | ?
Cc1cccc(N(C(=O)Cn2nnc(-c3ccc(C)o3)n2)C(C(=O)NC2CCCC2)c2ccncc2)c1 (centres undefined) | 0%
CC(=O)Nc1ccc(S(=O)(=O)NC2=C(N3CCN(C)CC3)C(=O)c3ccccc3C2=O)cc1 | -4%[76.3 µM]
O=CN1CCN(C(=O)C(=O)c2cn(CC(=O)N3CCCCC3)c3ccccc23)CC1 | -8%[76.3 µM]
COCCCNC(=S)N(CCCN(C)C)Cc1cc2cc3c(cc2[nH]c1=O)OCCO3 | 0%[76.3 µM]

Following part
compound | GAA glycogen mod
O=C(CN1C(=O)/C(=C\c2ccco2)SC1=S)Nc1ccc(O)cc1C(=O)O | 5%[76.3 µM]
Cc1ccc2cccc(OCc3ccc(Br)cc3)c2n1 | 2%
O=C(CC(C(=O)O)c1ccc(Cl)cc1)c1ccc(Br)cc1 (centres undefined) | 5%
Oc1ccc(/C=C/c2ccc3cccc(O)c3n2)cc1Br | -6%
COc1ccc(/C=C(/NC(=O)c2ccco2)C(=O)N2CCCCC2)cc1 | 0%[76.3 µM]
Cc1ccc(OCc2cc(C(=O)N3CCCC3)no2)cn1 | -2%[76.3 µM]
CCCN(C(=O)Cc1c(C(=O)O)n(C)c2ccccc12)c1cccc(C)c1 | -5%
O=C(Nc1ccc(F)cc1)N1CCCCCC1 | -1%[76.3 µM]
CC(=O)C(C)n1c(CN2CCN(C(=O)c3ccco3)CC2)nc2c1c(=O)n(C)c(=O)n2C (centres undefined) | -4%[76.3 µM]
O=C(COc1ccc(C(=S)N2CCCC2)cc1)Nc1ccccc1C(F)(F)F | -2%[76.3 µM]

(cont.)
compound | GAA glycogen mod
O=C(CSc1nc(C2CC2)nc2ccccc12)Nc1ccccc1Cl | 3%
Cc1ccc(NC(=O)C2CCCN2C(=O)OCc2ccccc2)c(O)c1 (centres undefined) | 9%[76.3 µM]
CC(=O)c1ccc[n+](CC(=O)NC(C)c2ccccc2)c1 (centres undefined) | 2%
N#CCSc1nc2sccc2c(=O)n1-c1ccccc1 | 1%
COc1ccc(NS(=O)(=O)c2ccc3oc(SC(C)C(N)=O)nc3c2)cc1 (centres undefined) | -28%[76.3 µM]
O=C(c1cc(-c2ccc(Cl)c(Cl)c2)on1)N1CCCCCC1 | 0%
CC(C)CN(C(=O)COC(=O)CCCc1c[nH]c2ccccc12)c1c(N)n(Cc2ccccc2)c(=O)[nH]c1=O | -2%[76.3 µM]
CCOC(=O)C1CCCCN1C(=O)c1ccc2nc(Cc3ccc(OC)cc3)oc2c1 (centres undefined) | -6%[76.3 µM]
COc1ccc2c(c1)c(=O)oc1c(C)c(OC(C)C(=O)NCC3CCC(C(=O)O)CC3)ccc12 (centres undefined) | 15%[76.3 µM]
N#CCC(=O)Nc1ccc(C(=O)OCC(=O)NCCCc2ccccc2)cc1 | 4%

The list goes on:
compound | GAA glycogen mod
O=C(CSc1ccc2nnc(-c3ccccn3)n2n1)Nc1ccccc1C(F)(F)F | 0%[76.3 µM]
CC1=C(C(=O)OC2CCCCC2)C(c2cccc([N+](=O)[O-])c2)NC(=O)N1 (centres undefined) | -2%
CCc1ccc(CN(C)C(=O)c2ccc3c(=O)n4c(nc3c2)CCC4)cc1 | -4%[76.3 µM]
CCCCNC(=O)Cn1c(=O)c2c(ncn2CC)n(Cc2ccccc2)c1=O | 1%
CCc1ccc(NC(=O)[C@H](Cc2c[nH]c3ccccc23)NC(=O)[C@@H]2Cc3ccccc3CN2)cc1 | -12%[76.3 µM]
CSc1ncccc1C(=O)N1CCN(S(=O)(=O)c2ccc(F)cc2)CC1 | -7%
Cc1ccc(S(=O)(=O)N2CCN(C(=O)c3sccc3-c3ccccc3)CC2)cc1 | 5%[76.3 µM]
COc1ccc(N(CC(=O)Nc2cccnc2)S(=O)(=O)c2ccc(C)cc2)cc1Cl | -6%
Cc1ccccc1C(=O)NC1CC2CCCC(C1)N2C(=O)Nc1ccccc1 (centres undefined) | 2%
Cc1ccc(OCC(=O)Nc2cccc(S(=O)(=O)NC3=NCCCCC3)c2)cc1C | 0%[76.3 µM]

New compounds follow
compound | GAA glycogen mod
CCOc1ccc(N(C)S(=O)(=O)c2ccc3[nH]cc(C(=O)NCCCOC)c(=O)c3c2)cc1 | -2%
CC(C)(C)n1nc2c(c1NC(=O)c1ccccc1S(=O)(=O)C(F)F)CS(=O)(=O)C2 | -7%[76.3 µM]
Cn1c(SCc2ccc(F)cc2)nnc1-c1ccncc1 | -10%
COc1ccccc1CN1CCN(Cc2ccc3ccccc3c2)CC1 | 2%
CCC(=O)NC(c1ccccc1)c1c(O)ccc2ccccc12 (centres undefined) | 0%
CC(C)CCN(CC(=O)NCc1ccc(F)cc1)S(=O)(=O)c1ccccc1F | -17%
CCOC(=O)N1CCN(c2ccncc2S(=O)(=O)N2CCCCC2)CC1 | -7%[76.3 µM]
CCOc1ccc(C(=O)NCCC(=O)N2CCC3(CC2)NCCc2[nH]cnc23)cc1 | -7%[76.3 µM]
Cc1ccc2nc(N(CCCN(C)C)C(=O)c3cc(-c4cccs4)nc4ccccc34)sc2c1 | 0%[76.3 µM]
CCC(CC)C(=O)Nc1nnc(S(=O)(=O)N(CC)c2ccc(OC)cc2)s1 | 7%

Next part.
compound | GAA glycogen mod
O=C(NCCCn1ccnc1)c1ccc(Cl)s1 | -7%[76.3 µM]
Cc1nc2ccccc2c(=O)n1NC(=O)c1ccccc1Br | -2%
Cc1ccc(NC(=S)NCc2ccc(Cl)cc2)c(OC(F)F)c1 | 1%[76.3 µM]
CCC(=O)C1CCCN(C(=O)CCc2nnc(-c3ccc4c(c3)OCO4)o2)C1 (centres undefined) | -2%[76.3 µM]
CCCn1cc(S(=O)(=O)c2ccc(Cl)cc2)c(=O)c2cc(OC)ccc21 | -1%[76.3 µM]
COc1ccc(S(=O)(=O)N(C)CC(=O)NCC2CCCO2)cc1OC (centres undefined) | -8%
NC(=O)c1ccc(Nc2ccc3c(c2)CCC3)c([N+](=O)[O-])c1 | 5%
CCN(CC)CCCNC(=O)c1cn(CC)c2cc(N3CCN(C(=O)c4ccco4)CC3)c(F)cc2c1=O | 0%[76.3 µM]
CCOc1ccc(C2NC(=O)Cc3cc(OC)c(OC)cc32)cc1 (centres undefined) | 0%
COCCN1CC(C(=O)NCCc2nc(C)c(C)s2)CCC1=O (centres undefined) | -5%[76.3 µM]

More records
compound | GAA glycogen mod
CCOc1ccccc1N1CCN(C(=O)c2c(Cl)cnn2C)CC1 | 0%[76.3 µM]
C=CCOc1ccc(-c2nc3c(c(=O)[nH]c(=O)n3CCCC)n2C)cc1Br | -4%[76.3 µM]
COc1ccc(-c2csc(NC(=O)CSc3n[nH]c(C)n3)n2)cc1 | 8%
S=C(NCCc1ccc(Cl)cc1)NCc1ccccc1 | -1%[76.3 µM]
COc1cccc(NC(=O)c2cccc(N3C(=O)C4CCC(C)CC4C3=O)c2)c1 (centres undefined) | -8%
Cc1c(NC(=O)Nc2cc(Cl)ccc2Cl)c(=O)n(-c2ccccc2)n1C | -3%[76.3 µM]
Cc1cccc(NS(=O)(=O)c2csc(C(N)=O)c2)c1C | 1%
COc1ccc(C(=O)N/C(=C\c2cccs2)C(=O)N2CCN(C)CC2)cc1OC | -4%
O=C(CC1C(=O)NCCN1C(=O)c1ccc(Cl)cc1)Nc1ccc(F)cc1 (centres undefined) | -4%[76.3 µM]
COc1ccc(N(CC(=O)NCc2ccco2)C(=O)CNS(=O)(=O)c2ccc(Cl)cc2)cc1 | -4%

Further results follow:
compound | GAA glycogen mod
CCn1cc(CN2CCC(C(=O)Nc3ccc(Oc4ccccc4F)cc3)CC2)c(C)n1 | -3%[76.3 µM]
COc1ccc(OC)c(NC(=O)CSc2nnc(CNC(=O)c3cc(OC)c(OC)c(OC)c3)o2)c1 | 1%[76.3 µM]
CC1=CCC(C(=O)O)C(C(=O)NC2CCCCC2)C1 (centres undefined) | -10%
Cc1ccc(-c2noc(CCCC(=O)NC3CCCC3)n2)cc1 | -5%
Cc1cnc(C(=O)OCc2ccc(Br)cc2)cn1 | 1%
OCCCNc1nnc(-c2ccccc2)c2ccccc12 | -1%
CCOc1ccc(NC(=O)CN(C)C(=O)CCCOc2ccc(Cl)c(C)c2)cc1OCC | -2%[76.3 µM]
CCCOc1ccc(-c2c(C(=O)N/N=C/c3ccncc3)nnn2-c2nonc2N)cc1 | 2%[76.3 µM]
CC(C)(C)c1ccc(C(=O)NC(=S)N2CCCCCC2)cc1 | -6%[76.3 µM]
Cc1ccc(S(=O)(=O)N2CCC(C(=O)Nc3nnc(C)s3)CC2)cc1 | 13%

The list continues.
compound | GAA glycogen mod
CCOc1ccc(S(=O)(=O)N2CCC(C(=O)NC3CC3)CC2)cc1C | -7%[76.3 µM]
COc1ccc2oc(C(=O)NCc3ccco3)c(C)c2c1 | 0%[76.3 µM]
COc1ccc(NC(=O)CSc2nncc(=O)n2N)cc1OC | -1%[76.3 µM]
c1ccc2c(NCCc3c[nH]c4ccccc34)c3ccccc3nc2c1 | 0%
CC(C)C1N(C(=O)N(C)C)CCN1S(=O)(=O)c1ccccc1 (centres undefined) | 1%
CC(=O)Nc1ccc(S(=O)(=O)N2CCN=C2SCc2ccc([N+](=O)[O-])cc2)cc1 | 7%[76.3 µM]
Cc1ccc(C(=O)NCCc2nnc3ccc(NCCCN4CCOCC4)nn23)cc1 | 3%[76.3 µM]
O=C(NCc1ccccn1)c1ccc(OC2CCN(Cc3ccc(F)cc3F)CC2)cc1 | 4%[76.3 µM]
O=C(Nn1c(COc2ccccc2)nc2ccccc2c1=O)C(Cl)(Cl)Cl | 2%
CCC(C)NC(=O)NC(=O)CSc1nnc(-c2ccccc2F)n1C1CC1 (centres undefined) | -3%[76.3 µM]

Shown with each value named: part of the list above.
CC(=O)Nc1ccc(S(=O)(=O)N2CCN=C2SCc2ccc([N+](=O)[O-])cc2)cc1
  GAA glycogen mod: 7%[76.3 µM]
Cc1ccc(C(=O)NCCc2nnc3ccc(NCCCN4CCOCC4)nn23)cc1
  GAA glycogen mod: 3%[76.3 µM]
O=C(NCc1ccccn1)c1ccc(OC2CCN(Cc3ccc(F)cc3F)CC2)cc1
  GAA glycogen mod: 4%[76.3 µM]
O=C(Nn1c(COc2ccccc2)nc2ccccc2c1=O)C(Cl)(Cl)Cl
  GAA glycogen mod: 2%

(cont.)
compound | GAA glycogen mod
COc1cccc(-c2nc(-c3ccncc3)no2)c1 | 0%
COc1ccc(NC(=O)c2nnn(CC(=O)Nc3ccccc3OC)c2N)c(OC)c1 | 0%[76.3 µM]
COc1cccc(C(C(=O)NCC2CCCO2)N(C(=O)Cn2nnc3ccccc32)c2ccc(NC(C)=O)cc2)c1 (centres undefined) | 8%
Cc1cc(-c2ccc(C)c(S(=O)(=O)N3CCN(c4ccc([N+](=O)[O-])cc4)CC3)c2)on1 | -10%[76.3 µM]
CN1CCN(C(=O)/C(=C\c2cccs2)NC(=O)c2ccccc2)CC1 | -1%
N#C/C(=C\c1ccccc1Cl)C(=O)Nc1ccccn1 | 0%
COCCOC(=O)c1c(C)n(C)c2ccc(OC(=O)c3ccccc3OC)cc12 | -2%
Cc1cc(NC(=O)COC(=O)C2CC(=O)N(c3cccc(C)c3C)C2)no1 (centres undefined) | -2%
COCCn1c(=N)c(S(=O)(=O)c2ccc(F)cc2)cc2c(=O)n3cccc(C)c3nc21 | -3%[76.3 µM]
O=S(=O)(Nc1ccc(Cl)cc1)c1cccc2nsnc12 | -1%

Carrying on.
compound | GAA glycogen mod
Cc1cc(NC(=O)CCC(=O)N(CC(=O)NC2CCCC2)c2cccc(F)c2)no1 | 5%
COCCN(C(=O)CSCc1ccccc1)c1c(N)n(Cc2ccccc2)c(=O)[nH]c1=O | 1%[76.3 µM]
Clc1cc(NC2CCCCC2)ncn1 | -9%
O=C(NCc1cnn(-c2ccc(F)cc2)c1)C1CCC(=O)N(C2CC2)C1 (centres undefined) | -6%[76.3 µM]
CCCCN(S(=O)(=O)c1ccccc1)S(=O)(=O)c1ccccc1 | -6%[76.3 µM]
Cc1ccc(C(=O)Nc2ccccc2[N+](=O)[O-])cc1S(=O)(=O)N1CCOCC1 | 9%
O=C(N/C(=C/c1cccc([N+](=O)[O-])c1)C(=O)N1CCCCCC1)c1ccco1 | -13%[76.3 µM]
Cc1ccc(C(=O)CCS(=O)(=O)c2ccc(Cl)cc2)cc1 | -10%[76.3 µM]
COc1ccc(N2CC(C(=O)OCC(=O)Nc3cccc(C)c3)CC2=O)cc1 (centres undefined) | 1%
COc1ccc(-n2c(=S)[nH]c3cc(C(=O)NCc4cccnc4)ccc3c2=O)c(OC)c1 | -17%[76.3 µM]
COc1ccc(NC2CCCN(C(=O)c3csc(C(C)C)n3)C2)cc1OC (centres undefined) | 1%[76.3 µM]
COCCC(=O)N1CCC(n2nccc2NC(=O)c2ccccc2C)CC1 | 0%[76.3 µM]
Cc1cccc(N(C(=O)CCC(=O)Nc2ccccn2)C(C(=O)NC(C)C)c2ccc(F)cc2)c1 (centres undefined) | -5%

The list is partial; count on the stated rates, not on these rows.
